Source: PubChem (National Center for Advancing Translational Sciences (NCATS))
AmpC inh det: Promiscuous and Specific Inhibitors of AmpC Beta-Lactamase (assay with detergent); Potency, µM (series often up to 28.7 µM), for the others: at the highest dose activity change, negative = inhibition; actives 0.09% (n = 71,000); purified AmpC, nitrocefin hydrolysis with detergent; active = well fitted curve in the direction sought with a large enough effect
Target sequence (P00811 whole entry, looked up): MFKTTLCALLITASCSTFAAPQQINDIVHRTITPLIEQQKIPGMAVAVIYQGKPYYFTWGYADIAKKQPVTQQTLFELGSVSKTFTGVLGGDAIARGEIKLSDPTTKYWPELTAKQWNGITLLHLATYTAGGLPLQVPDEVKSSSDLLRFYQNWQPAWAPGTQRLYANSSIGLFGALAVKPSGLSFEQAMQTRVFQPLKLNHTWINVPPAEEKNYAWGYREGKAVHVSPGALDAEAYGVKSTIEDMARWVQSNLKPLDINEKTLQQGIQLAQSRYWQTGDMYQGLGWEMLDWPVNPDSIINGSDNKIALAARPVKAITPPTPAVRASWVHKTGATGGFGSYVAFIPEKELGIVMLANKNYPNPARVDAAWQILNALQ
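E. coli AmpC (5.3 nM) in 20 mM phosphate pH 7.0 with 0.01% Triton X-100, preincubated 15 min RT with compound; nitrocefin (2 uL of 800 uM stock) hydrolysis followed by 480 nm absorbance every 20 s over 4 min.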
The depositor's hits bear a star; [ ] = remark or other dose. % is set by controls: 0 for no effect and ±100 for the full control effect; potency is the fitted concentration of half-maximal effect. A portion of the library; the hit share may differ from the screen's.

| canonical_smiles | AmpC inh det |
| --- | --- |
| Cn1c(SCC(=O)N2c3ccccc3Sc3ccccc32)nnc1-c1ccco1 | -3.1% |
| CC(=O)NCC12CC3CC(C1)CC(C(=O)O)(C3)C2 | 14.3% |
| Cn1c(=O)c2c(nc(NCc3ccco3)n2C/C=C/c2ccccc2)n(C)c1=O | -5.0% |
| CC1N(O)C2CCCCCC2N1O (configuration not stated) | 1.1% |
| CCNc1ncc2nc(C)c(=O)n(C[C@H]3CCCO3)c2n1 | 6.7% |
| CSc1nnc([C@@H](NC(=O)OC(C)(C)C)C(C)C)o1 | -2.0% |
| C[C@H](CC(C#N)(c1ccccc1)c1ccccc1)N1CCCCC1 | -0.9%[5.75 µM] |
| O=S(=O)(c1cc(Cl)ccc1Cl)n1nnc2ccccc21 | 4.8% |
| COC(=O)c1ccc(S(=O)(=O)N2CCCC2)o1 | -2.4% |
| CCOc1ccc(-c2[nH]ncc2Oc2cccc(OC)c2)c(O)c1 | 3.3% |
| O=C(OCc1nnc(-c2ccccc2)o1)c1ccc2c(c1)OCCO2 | -10.4% |
| O=C(NCc1cn2ccsc2n1)Nc1ccc(Cl)cc1 | 10.9% |
| Cc1ccc(C)n1-c1cc(S(=O)(=O)N2CCOCC2)ccc1N1CCCC1 | -9.5% |
| O=C(Cn1cc2c(n1)CCCC2)N1CCCC1 | 6.2% |
| Cc1cc(=O)oc(C)c1C(=O)N1CCc2c([nH]c3ccccc23)C1C(C)C (configuration not stated) | 11.1% |
| COc1ccccc1-c1nc(-c2ccc(Br)cc2)no1 | 8.2% |
| OCC1(CO)COC(c2cccnc2)N1 (configuration not stated) | -0.5% |
| CCSc1nc2c(c(=O)[nH]c(=O)n2C)n1C | -0.9% |
| CN(C)c1ccc(C(CC(=O)O)NC(=O)c2ccc(Cl)cc2)cc1 (configuration not stated) | -2.5% |
| COc1ccc(C)cc1N(CC(=O)O)S(=O)(=O)c1ccc(C)cc1 | -9.3% |
| COc1ccc(-c2cc(C(F)(F)F)nc(S(C)(=O)=O)n2)cc1OC | 7.5% |
| Cc1ccccc1OCc1nc2c3cnn(C)c3ncn2n1 | -0.8% |
| O=C(CSc1nc(-c2ccco2)cc(C(F)(F)F)n1)N1CCSCC1 | -3.6% |
| Clc1cccc(N2CCN(Cc3nc(-c4ccccc4)no3)CC2)c1 | 13.0% |
| CCOc1cccc(-c2nnc3sc(-c4cc(OC)c(OC)cc4OC)nn23)c1 | -1.1% |

(next part)
| canonical_smiles | AmpC inh det |
| --- | --- |
| CCCOC(=O)Nc1ccc(N2CCCCC2)cc1 | 10.8% |
| CS(=O)(=O)N(CC(=O)N1CCN(c2ccccc2)CC1)c1cc(C(F)(F)F)ccc1Cl | -4.4% |
| OCl | 22.4% |
| COc1ccc2oc(=O)c(-c3nnc(NCc4ccco4)s3)cc2c1 | 1.7% |
| COc1ccc(-c2nc3cnc(OC)nc3n(C)c2=O)cc1 | -0.3% |
| O=C(CCN1C(=O)COc2ccccc21)NCCN1CCOCC1 | -2.3% |
| COCCOC(=O)C1=C(C)NC(=O)NC1C1CC=CCC1 (configuration not stated) | -0.9% |
| CC(C)C(=O)Nc1c2c(nc3c1CCC3)CCCC2 | -2.2% |
| CN(C)C(=O)c1ccc(-c2ccc3ncnc(NCc4cccnc4)c3c2)cc1 | -8.3% |
| COc1ccccc1-c1nc2s/c(=C\c3cccs3)c(=O)n2n1 | -1.6% |
| CCOC(=O)N1CCN(Cc2cc(=O)oc3ccc4ccccc4c23)CC1 | -0.2% |
| COc1cccc(N(CC(=O)Nc2ccccc2C)S(C)(=O)=O)c1 | -1.8% |
| O=C1C=C(NC2CC2)C2(CCCCC2)O1 | 1.3% |
| CC(C)NC(=O)C1(O)c2ccccc2NC(=O)N1c1ccc(Cl)c(Cl)c1 (configuration not stated) | -5.0% |
| COC(=O)c1ccc(C(NC(=O)OCc2ccccc2)/C(=C/[C@@H](C)C(=O)NCc2ccc(OC)c(O)c2)c2cccnc2)cc1 (some centres not stated) | -1.1% |
| Cc1cnc(-c2nnc(N(C)C(=O)c3ccncc3)s2)cn1 | -1.1% |
| CCN1CCN(c2ccc(NC(=O)COc3ccccc3Cl)cc2)CC1 | 13.2% |
| O=C(Nc1nonc1NC(=O)C1CCCCC1)C1CCCCC1 | -2.6% |
| COc1ccc(C(C)NC(=O)C2C(=O)NC3(C)CC2c2ccccc2O3)cc1 (configuration not stated) | -3.5% |
| COc1ccc(C2C3=C(OC(C)=O)c4ccccc4C3=Nc3c2c(=O)n(C)c(=O)n3C)cc1 (configuration not stated) | -5.7% |
| CC1CC(C)CN(S(=O)(=O)c2ccc(NC(=O)C3COc4ccccc4O3)cc2)C1 (configuration not stated) | 7.1% |
| Cc1c(C2CCN(CCc3ccccc3)CC2)noc1-c1ccc(Cl)cc1 | -0.8% |
| O=C(O)c1ccc(S(=O)(=O)N(Cl)Cl)cc1 | 5.4% |
| CC1(C)Cc2c(sc3nc(NCCN4CCOCC4)n4ncnc4c23)CO1 | 9.6% |
| Cc1cc(C)n(CCOc2nonc2N)n1 | 11.1% |

More structures
| canonical_smiles | AmpC inh det |
| --- | --- |
| COCc1cc(C)nc(N2CCN(c3ccccc3)CC2)c1C#N | 17.4% |
| O=C(O)CCN1C(=O)CC2(CCCCC2)C1=O | -5.2% |
| Cc1[nH]c(=O)[nH]c(=O)c1NC(=O)c1cccs1 | -1.3% |
| COCCNC(=O)c1ccc2c(=O)n(CCOC)c(=O)[nH]c2c1 | -1.2% |
| CCOc1ccc2[nH]c(=O)c(CN(CC3CCCN3CC)C(=O)NCc3ccccc3)cc2c1 (configuration not stated) | 9.7% |
| Cc1cc2n(n1)C(c1ccc3c(c1)OCO3)Nc1ccccc1-2 (configuration not stated) | -3.9% |
| Cc1nnc(SCC(=O)Nc2nccs2)[nH]c1=O | -2.1% |
| Cc1ccc2nc(N3CCN(Cc4nnnn4Cc4ccccc4)CC3)c(C#N)cc2c1 | 7.1% |
| CCOC(=O)N1CCN(C(=O)c2ccccc2NC(=O)COc2ccccc2C)CC1 | 10.9% |
| Cc1cc(C)cc(N(CC(=O)N2CCc3ccccc32)S(=O)(=O)c2c(C)noc2C)c1 | 10.6% |
| CCCNC(=O)C1CCN(S(=O)(=O)c2ccc3nc4c(c(C(=O)O)c3c2)CCCCC4)CC1 | 13.3% |
| CC(=O)C1C(c2ccc(Cl)cc2)NC(=O)NC1(O)C(F)(F)F (configuration not stated) | 10.2% |
| COC(=O)c1cccc(S(=O)(=O)N(Cc2ccco2)Cc2cc3ccc(OC)cc3[nH]c2=O)c1 | -4.3% |
| CCc1cc2c(NCC(=O)O)ncnc2s1 | -1.0% |
| CP(=O)(COC(=O)c1ccccc1)COC(=O)c1ccccc1 | 0.1% |
| COc1ccccc1/C=C/CN1CC(C)OC(C)C1 (configuration not stated) | -2.3% |
| Cc1cc2cc(CCNS(C)(=O)=O)c(=O)[nH]c2cc1C | -1.0% |
| Cc1nn(C)c(C)c1NC(=O)CSc1nnc(C)n1-c1ccccc1 | -3.3% |
| CCOc1ccccc1C(=O)N(CN1CCCC1=O)c1ccc(C)c(Cl)c1 | -0.9% |
| Cc1cc(N/C=C2\CCCCC2=O)no1 | -5.2% |
| O=C(CN(C(=O)CSc1nnc(COc2ccccc2)o1)c1ccc(F)cc1)NC1CCCCC1 | 13.4% |
| Cc1cc(C(=O)COc2ccc3ccc(=O)oc3c2)c(C)n1Cc1cccs1 | 17.4% |
| CN(C)C(=O)c1ccc(-c2nccc(NCc3ccccc3)n2)cc1 | 7.7% |
| COc1ccc(NC(=O)NCCCN2CCN(c3cc(C)ccc3C)CC2)cc1 | 12.1% |
| Cc1ccc(S(=O)(=O)NC(=O)c2cc(C)n(CCCn3ccnc3)c2C)cc1 | 13.1% |

(continued)
| canonical_smiles | AmpC inh det |
| --- | --- |
| O=C(CCN1CCN(c2ccccn2)CC1)Nc1ccc(F)cc1 | 30.1% |
| Cc1ccc2c(c1)CC1(CN2C)C(=O)NC(=O)N(c2cc(C)ccc2C)C1=O (configuration not stated) | -0.4% |
| CCOC(=O)Nc1ccc2c(c1)N(C(=O)CCN(C)C)c1ccccc1S2 | -2.2% |
| Cc1nn(-c2cc(C)c3ccccc3n2)c2c1CCC2 | 7.0% |
| O=C(NCc1ccc(Cl)cc1)C1C2C=CC3(CN(Cc4cccnc4)C(=O)C13)O2 (configuration not stated) | -3.8% |
| O=P(O)(CCc1ccccn1)CN1CCCCC1 | 6.0% |
| COc1cccc(Cn2c(=O)c(-c3ccc(F)cc3)nc3cncnc32)c1 | -1.3% |
| CCOC(=O)C(C(=O)N1CCOCC1)C1CCCCC1 (configuration not stated) | -5.4% |
| CCN(Cc1ccccc1)C(=O)Cn1c(=O)n(CC(=O)NCc2ccco2)c(=O)c2sccc21 | -1.1% |
| C=CCN1C(=O)C2(C(C#N)=C(N)Oc3n[nH]c(CCC)c32)c2ccccc21 (configuration not stated) | -3.0% |
| O=S(=O)(Nc1cccc(-c2nc3cccnc3s2)c1)c1ccc2c(c1)OCCO2 | 10.8% |
| COc1cc2nc(C)sc2cc1SC | 1.0% |
| O=C(COc1ccc2ccccc2c1Br)Nc1ncn[nH]1 | -2.7% |
| O=C(Nc1ccc(Cl)cn1)c1ccc(COCC(F)(F)C(F)F)o1 | -5.2% |
| CO/N=C(/C(=O)N[C@@H]1C(=O)N2C(C(=O)O)=C(COC(N)=O)CS[C@H]12)c1ccco1 | 0.0251µM* |
| CCNC(=O)c1ccc2c(c1)S(=O)(=O)c1ccccc1C2=O | -3.8% |
| CC(C)c1ccc(O)c(CN2CCN(c3ccccc3)CC2)c1 | -3.7% |
| O=c1sc2ccccc2n1COc1ccccc1 | 0.0% |
| CC(C)c1ccccc1OCCNS(C)(=O)=O | 4.0% |
| O=C(OCCN1C(=O)c2ccccc2C1=O)C1CCN(S(=O)(=O)c2cccs2)CC1 | -0.4% |
| COc1cc(C2Nc3cccc4cccc(c34)N2)ccc1OC(C)=O | -6.9% |
| CCn1c(SCC(=O)NC)nnc1C(C)C | 9.8% |
| N#Cc1nc(Cc2ccccc2)oc1NCc1ccccc1Cl | 0.2% |
| CCOc1cc(C2C(C#N)=C(N)Oc3n[nH]c(C)c32)ccc1OCCN1CCOCC1 (configuration not stated) | 0.9% |
| COc1ccccc1C(=O)Nc1c2c(nn1-c1cccc(C)c1C)CS(=O)(=O)C2 | -1.6% |

Random excerpt: 6 compounds from above, in no set order.
| canonical_smiles | AmpC inh det |
| --- | --- |
| O=C(COc1ccc2ccccc2c1Br)Nc1ncn[nH]1 | -2.7% |
| COc1cccc(Cn2c(=O)c(-c3ccc(F)cc3)nc3cncnc32)c1 | -1.3% |
| CCOC(=O)Nc1ccc2c(c1)N(C(=O)CCN(C)C)c1ccccc1S2 | -2.2% |
| Cc1ccc2c(c1)CC1(CN2C)C(=O)NC(=O)N(c2cc(C)ccc2C)C1=O (configuration not stated) | -0.4% |
| CC(C)c1ccc(O)c(CN2CCN(c3ccccc3)CC2)c1 | -3.7% |
| O=c1sc2ccccc2n1COc1ccccc1 | 0.0% |

Next results
| canonical_smiles | AmpC inh det |
| --- | --- |
| Cc1cnc(NC(=O)c2c(O)c3cccc4c3n(c2=O)CCC4)s1 | -1.0% |
| CC(C)NS(=O)(=O)c1ccc2c(c1)oc(=O)n2C | 11.3% |
| Cc1cc(C(=O)N2CCN(c3ncccn3)CC2)c(C)o1 | -2.1% |
| Cc1ccc(NC(=O)N2CCCN(Cc3ccc(F)cc3)C2)cc1C | -1.1% |
| NC(=O)c1ccsc1NC(=O)COC(=O)c1ccccc1NCc1ccco1 | 3.5% |
| COc1cccc(Nc2ncc3nc(C)c(=O)n(C)c3n2)c1 | 0.9% |
| CCC(C(=O)N1CC2(C)CC1CC(C)(C)C2)N1C(=O)c2ccccc2C1=O (configuration not stated) | -1.8% |
| COC(=O)c1cccc(NS(=O)(=O)c2cccs2)c1C | -4.8% |
| CCn1c(SCC(=O)Nc2cccc(F)c2)nnc1-c1cc2cc(Br)ccc2o1 | -0.5% |
| CC(C)(C)n1ncc2c(=O)n(CC(=O)N3CCN(c4ccccc4)CC3)cnc21 | 5.7% |
| COc1cccc(-c2nn(-c3ccccc3)cc2C(=O)Nc2nccs2)c1 | -3.3% |
| O=C(Nc1ccc(S(=O)(=O)N2CCCC2)cc1)C1COc2ccccc2O1 (configuration not stated) | 5.2% |
| COC(=O)CCP(=O)(O)Cc1ccccc1CP(=O)(O)CCC(=O)OC | -6.3% |
| CCOC(=O)c1ccc(NC(=O)CC2OCCN(CC)C2=O)cc1 (configuration not stated) | -2.9% |
| CSc1nc(SCC(N)=O)c2c3c(sc2n1)CN(C)CC3 | -3.7% |
| OCc1ccc(-c2nn(Cc3ccccc3)c3ccccc23)o1 | -3.0% |
| CCOCCCNc1ncnc2c1[nH]c1ccccc12 | -1.9% |
| Cc1cccc2cc(C#N)c(NCCCn3ccnc3)nc12 | 10.8% |
| CCCNC(=O)NC(=O)COC(=O)c1ccc(OC)c(S(=O)(=O)N2CCCc3ccccc32)c1 | -1.6% |
| CCc1nc(C)cn1S(=O)(=O)c1cc(OC)c(C)cc1C | 7.7% |
| COCCOC(=O)C1=C(N)Oc2c(c(=O)oc3ccccc23)C1c1ccncc1 (configuration not stated) | -4.2% |
| COc1ccccc1CNS(=O)(=O)c1ccc2c(c1)oc(=O)n2C | 12.1% |
| C=CCNc1nc(N)c(C(=O)c2ccc3c(c2)OCO3)s1 | 1.3% |
| CCC(C)(C)NC(=O)C(c1ccc(C)o1)N(Cc1cccs1)C(=O)Cn1nnc2ccccc21 (configuration not stated) | -6.7% |
| CCn1c(NCc2cccc(OC)c2OC)nc2ccccc21 | -4.0% |

New compounds follow.
| canonical_smiles | AmpC inh det |
| --- | --- |
| O=C(CCc1nc2ccccc2[nH]c1=O)OCc1ccc(S(=O)(=O)N2CCOCC2)cc1 | 0.4% |
| CC1CN(C(=O)Nc2ccc3snnc3c2)c2ccccc21 (configuration not stated) | 5.7% |
| COc1cc(C)c(Cl)cc1S(=O)(=O)NCc1ccco1 | -5.6% |
| O=C(Nc1ccccc1)OC1C2CCC1C(N1CCCCC1)CC2 (configuration not stated) | -2.2% |
| O=C(NC1CCCCC1)Sc1ccc(Cl)cc1 | -7.0% |
